# High-throughput results from PubChem.
# GLA spleen mod = qHTS Assay for Inhibitors and Activators of Human alpha-Galactosidase From Spleen Homogenate; Alpha-galactosidase A (Homo sapiens), P06280; human spleen homogenate, 4MU-alpha-Gal fluorescence, 40 min; Potency, µM (titrated, usually from 80 µM), without a hit: at the top dose activity change, negative = inhibition, actives largely listed as inhibitors; actives 0.008% (n = 240,000);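 further: potency means the concentration at half of the fitted maximal effect; 0% = enzyme with vehicle and -100% = no enzyme basal signal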
#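 Fluorogenic readout (Ex 365/Em 440 nm) of 4-methylumbelliferone released from 1 mM 4-MU-alpha-galactoside by spleen homogenate, 40 min at 37C, pH 5.0. Data normalized to no-enzyme and enzyme controls; Hill-equation AC50 from compound titrations.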
# NPSR antagonist = qHTS Assay for Antagonists of the Neuropeptide S Receptor: cAMP Signal Transduction; Q6W5P4; CHO-NPSR cells, cAMP TR-FRET, antagonist mode; Potency, µM (highest dose often 38.3 µM), for the others: top-dose activity change, negative = inhibition, most hits filed as inhibitors; actives 1% (n = 220,000); further: potency means the concentration at half of the fitted maximal effect; on the % scale 0 is the no-effect control and ±100 the full control effect; nearly all actives have a fitted effect of over 50% in size; many of its hits are not listed in these tables
# Target sequence (Q6W5P4 whole entry, looked up): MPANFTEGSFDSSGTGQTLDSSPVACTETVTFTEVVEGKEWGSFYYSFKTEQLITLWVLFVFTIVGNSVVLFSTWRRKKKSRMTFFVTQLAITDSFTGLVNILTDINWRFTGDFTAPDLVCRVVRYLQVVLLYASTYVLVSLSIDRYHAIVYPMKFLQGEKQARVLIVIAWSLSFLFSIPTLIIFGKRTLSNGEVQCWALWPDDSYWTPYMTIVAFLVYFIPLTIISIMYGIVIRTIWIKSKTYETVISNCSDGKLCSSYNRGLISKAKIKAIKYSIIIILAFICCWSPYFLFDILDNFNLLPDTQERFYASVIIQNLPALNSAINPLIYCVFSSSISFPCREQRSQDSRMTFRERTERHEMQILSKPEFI
# TRb-SRC2 inh = qHTS for Inhibitors of the Interaction of Thyroid Hormone Receptor and Steroid Receptor Coregulator 2 | Thyroid hormone receptor beta (Homo sapiens), P10828 | TRbeta-SRC2 peptide binding, fluorescence polarization; receptor liganded with 1 µM T3 | Potency, µM (doses to about 106 µM), without a hit: top-dose activity change, negative = inhibition, actives largely listed as inhibitors | actives 0.065% (n = 280,000) | AID 1469, 2008;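 further: potency means the concentration at half of the fitted maximal effect; plate controls were bound peptide for no effect and peptide without receptor for full effect; nearly all actives have a fitted effect of over 50% in size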
#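 Each compound concentration gave % activity, normalized to unbound and bound Texas Red SRC2 controls, from polarization read after 5 hr ambient incubation with T3-loaded human TRb LBD.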
# Tau fibril FP = qHTS for Inhibitors of Tau Fibril Formation, Fluorescence Polarization; Microtubule-associated protein tau (Homo sapiens), P10636; AID 1468, 2008; K18 P301L tau heparin fibrillization, Alexa594 FP, 6 h; actives 0.39% (n = 280,000); Potency, µM (top dose mostly 57.7 µM), inactives show top-dose activity, negative = inhibition, usual class: inhibitors; further: potency means the concentration at half of the fitted maximal effect; on the % scale 0 is the no-effect control and ±100 the full control effect; nearly all actives have a fitted effect of over 55% in size
#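 Steps: dispense K18 P301L tau (15 uM plus 0.24 uM Alexa 594 tracer, final) in pH 7 sodium acetate; add compound; add heparin (20 uM final); incubate 6 hr, 37 C; add ThT (30 uM final); after 1 hr ambient, read FP.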
# CBFb RUNX1 block = qHTS Assay for Compounds Blocking the Interaction Between CBF-beta and RUNX1 for the Treatment of Acute Myeloid Leukemia. Runt-related transcription factor 1 (Homo sapiens) + Core-binding factor subunit beta …. AlphaScreen CBFb-His/RUNX1-biotin binding, biochemical. Potency, µM (highest dose often 59.8 µM), for inactives: at the highest dose activity, negative = inhibition, most hits filed as inhibitors. 230,000 tested, under 10 active; further: % of control where 0% means no effect
# Target sequence (Q01196 whole entry, looked up): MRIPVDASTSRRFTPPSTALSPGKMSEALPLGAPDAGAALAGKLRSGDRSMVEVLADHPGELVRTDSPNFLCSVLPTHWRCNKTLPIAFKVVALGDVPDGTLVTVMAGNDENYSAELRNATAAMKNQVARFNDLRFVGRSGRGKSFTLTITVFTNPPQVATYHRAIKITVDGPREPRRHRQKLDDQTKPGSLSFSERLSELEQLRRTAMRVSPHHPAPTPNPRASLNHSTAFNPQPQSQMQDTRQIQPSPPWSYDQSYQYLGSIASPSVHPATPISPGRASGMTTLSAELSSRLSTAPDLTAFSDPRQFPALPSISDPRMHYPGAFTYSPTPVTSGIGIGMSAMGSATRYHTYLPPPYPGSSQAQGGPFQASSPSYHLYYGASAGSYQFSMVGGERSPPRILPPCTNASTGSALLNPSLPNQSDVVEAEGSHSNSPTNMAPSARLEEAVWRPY
# Target sequence (Q13951 whole entry, looked up): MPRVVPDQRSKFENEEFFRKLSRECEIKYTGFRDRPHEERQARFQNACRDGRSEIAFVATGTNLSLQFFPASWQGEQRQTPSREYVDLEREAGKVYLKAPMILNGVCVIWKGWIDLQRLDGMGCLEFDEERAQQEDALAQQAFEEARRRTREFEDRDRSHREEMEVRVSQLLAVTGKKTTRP
#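 Bead-based AlphaScreen assay; binding partners His-tagged CBF-beta and biotinylated RUNX1 at 30 nM each. Compound exposure 15 min after a 20-min protein preincubation; bead step 90 min; all steps at room temperature.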
# TR SRC2 fluor cs = Total Fluorescence Counterscreen for Inhibitors of the Interaction of Thyroid Hormone Receptor and Steroid Receptor Coregulator 2; TRb/SRC2 Texas Red total fluorescence interference; Potency, µM (doses to about 106 µM), for inactives: at the top dose fluorescence change, negative = quenching; actives 0.29% (n = 280,000); AID 1479, 2009; active means well fitted curve in either direction with a large enough effect; inconclusive means small, poorly fitted or top-dose-only effect; further: potency means the concentration at half of the fitted maximal effect; on the % scale 0 is the no-effect control and ±100 the full control effect
#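 Human TRb ligand-binding domain at 0.6 uM with 20 nM Texas Red SRC2 peptide in Tris buffer containing 1 uM T3 and 5% DMSO, incubated with compound 5 h at ambient temperature. Total fluorescence (555/632 nm) calculated as parallel + 2 × perpendicular.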
# Tau fluor counter = Counterscreen qHTS for Inhibitors of Tau Fibril Formation, Fluorescence Polarization; tau K18 P301L Alexa594 fluorescence, heparin fibrillization; Potency, µM (series often up to 57.7 µM), for inactives: at the top dose activity change, negative = decrease; actives 0.93% (n = 280,000); AID 1463, 2008; further: potency means the concentration at half of the fitted maximal effect; on the % scale 0 is the no-effect control and ±100 the full control effect; nearly all actives have a fitted effect of over 55% in size
#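 Human tau K18 P301L (15 uM unlabeled, 0.24 uM Alexa 594-labeled) in 100 mM sodium acetate pH 7 with 20 uM heparin, 6 hr at 37 C. ThT 30 uM added, 1 hr ambient; Alexa 594 FP and total fluorescence read at 555/632 nm.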
# Epigenetic reg = Quantitative High-Throughput Screen for Regulators of Epigenetic Control; murine LDR cells, GFP reporter derepression, 30 h; actives 0.2% (n = 280,000); Potency, µM (top dose mostly 53.9 µM), without a hit: at the top dose GFP activation, usual class: activators; further: potency means the concentration at half of the fitted maximal effect; % of control where 0% means no effect; nearly all actives have a fitted effect of over 60% in size
#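 GFP-positive cell count by laser-scanning cytometry (objects 20–120 um) after 30 h, 37 C compound exposure of murine LDR cells; reporter is CMV-GFP integrated at a silenced locus, inducible by HDAC or DNMT inhibitors.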
# The depositor's hits bear a star; ? = inconclusive; · = no result given; & = joins results of further samples; [ ] = another dose, or the depositor's remark. Unless noted, the call rests on the fitted dose curve; in most records, active means well fitted curve in the direction sought with a large enough effect; inconclusive means small, poorly fitted or top-dose-only effect, or another doubt; inactive means no such curve, though single readings can be large; an effect the other way counts as inactive or inconclusive. Some of the compounds tested, so the mix of outcomes need not match the whole.
SMILES,GLA spleen mod,NPSR antagonist,TRb-SRC2 inh,Tau fibril FP,CBFb RUNX1 block,TR SRC2 fluor cs,Tau fluor counter,Epigenetic reg
Cc1cc(C)cc(-n2ccn(CC(=O)Nc3ccccc3F)c(=O)c2=O)c1,·,·,-5%,-6%,·,2%,-4%,0.0%
Cn1cc(C(=O)N2CCN(C(=O)c3ccco3)CC2)c2c3ccccc3n(C)c2c1=O,22%,-5%[46.1 µM],-13%,6%,-1%,-2%,-7%,-0.9%
O=C(Nc1ccc2c(c1)OCO2)c1c(F)c(F)c(F)c(F)c1F,5%,-2%[46.1 µM],-4%,3%,6%,-2%,0%,-1.0%
Cc1ccccc1Cn1ccc(NC(=O)c2nn3cccnc3c2Cl)n1,15%,-9%,6%,-7%,7%,0%,-16%,3.3%
CCOc1ccc(C(=O)NCC(=O)N2CCC(C)CC2)cc1OCC,5%,10%,2%,-1%,10%,2%,-7%,1.1%
Cc1ccc(S(=O)(=O)N(CC(=O)N/N=C/c2cccc(Cl)c2)c2cccc3cccnc23)cc1,0%,-22%[46.1 µM],-7%,-8%,1%,-3%,-6%,4.3%
CC(C)Oc1ccc(N2CC(C(=O)NC3=NCCS3)CC2=O)cc1 (stereo not given),-13%,-5%,4%,7%,?,0%,0%,2.1%
N#Cc1ccccc1NC(=O)C(=O)NCC(c1ccc2c(c1)OCO2)N1CCOCC1 (stereo not given),·,·,-2%,3%,·,-4%,3%,0.0%
COCCn1c(SCC(=O)c2ccc(Cl)cc2)nnc1C(C)C,1%,-6%[46.1 µM],6%,-1%,2%,0%,5%,4.3%
CC[C@H](C)[C@H](NC(=O)[C@H](Cc1ccc(O)cc1)NC(=O)[C@H](Cc1cnc[nH]1)NC(=O)[C@H](CCCNC(=N)N)NC(=O)[C@H](CC(C)C)NC(=O)[C@H](C)NC(=O)[C@H](CO)NC(=O)[C@H](Cc1ccc(O)cc1)NC(=O)[C@H](Cc1ccc(O)cc1)NC(=O)[C@H](CCCNC(=N)N)NC(=O)[C@H](C)NC(=O)[C@H](CCSC)NC(=O)[C@H](CC(=O)O)NC(=O)[C@H](CCC(=O)O)NC(=O)[C@H](C)NC(=O)[C@@H]1CCCN1)C(=O)N[C@@H](CC(N)=O)C(=O)N[C@@H](CC(C)C)C(=O)N[C@H](C(=O)N[C@H](C(=O)N[C@@H](CCCNC(=N)N)C(=O)N[C@@H](CCC(N)=O)C(=O)N[C@@H](CCCNC(=N)N)C(=O)N[C@@H](Cc1ccc(O)cc1)C(N)=O)[C@@H](C)O)[C@@H](C)CC,6%,·,1%,·,12%,-4%,·,·
Fc1ccc(Oc2ccc3nnc(C(F)(F)F)n3n2)cc1,7%,8%,0%,-3%,-9%,0%,1%,-0.4%
C1=CC2CC1CC2CN1CCN(c2ccccc2)CC1 (stereo not given),-13%,-10%[46.1 µM],1%,4%,0%,-2%,-8%,-1.0%
Cc1cc(C(=O)CSc2nncn2C)c(C)n1-c1ccccc1,8%,10%,-1%,4%,13%,2%,1%,-1.2%
O=S(=O)(NCc1ccccc1)c1ccc(Cl)cc1,-3%,-10%[46.1 µM],-2%,4%,3%,-2%,-9%,5.9%
Cc1c(C(=O)NCc2ccc3c(c2)OCO3)oc2ccc(S(=O)(=O)N3CCCCC3)cc12,-22%,-19%[46.1 µM],-2%,-4%,0%,-7%,-23%,1.2%
Cc1ccccc1N1CCN(S(=O)(=O)N(C)C)CC1,-8%,11%,-5%,10%,18%,-2%,4%,-0.4%
COc1ccc(NC(=O)Cn2cc(S(=O)(=O)N3CCN(c4ccccc4F)CC3)c3ccccc3c2=O)cc1Cl,·,·,5%,13µM*,·,-1%,-14%,0.9%
Cc1ccc(CCNC(=O)C2CCCN(S(=O)(=O)c3cccc4nsnc34)C2)cc1 (stereo not given),-3%,?,-3%,-3%,-18%,-2%,3%,1.5%
COc1cccc(-n2c(SCC(=O)N3CCCc4ccccc43)nc3c([nH]c4ccccc43)c2=O)c1,·,·,7%,-10%,·,-6%,-15%,0.8%
Cc1cc(C)c2c(=O)cc(C(=O)Nc3sc4c(c3C#N)CCCC4)oc2c1,·,·,5%,9%,·,4%,-18%,-1.0%
COc1ccc(OCC#CCN2CC(C)OC(C)C2)cc1 (stereo not given),-1%,1%,-5%,1%,23%,-6%,0%,-0.4%
COc1cc(C2NC(=O)NC(C)=C2C(=O)OC2CCCC(C)C2)ccc1O (stereo not given),-1%,0%[46.1 µM],1%,-1%,0%,-2%,-20%,0.6%
COCCCNC(=O)c1ccc(Cn2c(=O)c3ccccc3n(Cc3cc(C)ccc3C)c2=O)cc1,-3%,-24%[46.1 µM],-3%,-3%,0%,1%,-19%,0.9%
S=C(c1ccc(N2CCCC2)c(Br)c1)N1CCCCC1,8%,-38%,-11%,?,-27%,0%,-23%,-0.5%
CC(=O)Nc1ccc(NC(=O)C2CC(=O)N(c3cccc(C)c3C)C2)cc1 (stereo not given),-1%,?,-18%,-2%,9%,-2%,-3%,-1.6%
CCOc1ccccc1-c1nc(-c2ccncc2)no1,15%,?,-6%,5%,5%,-1%,-5%,0.0%
CCOC(=O)c1c(C)[nH]c(C)c1C(=O)CSc1nnc(-c2ccc(OC(F)F)cc2)o1,0%,-27%[46.1 µM],5%,-7%,2%,-2%,-23%,-0.3%
Cc1nnc(N/N=C/c2ccccc2O)n1N,12%,-1%,7%,?,-26%,2%,-12%,1.1%
O=c1c(/C=N/N2CCOCC2)c(C(F)(F)F)[nH]n1-c1ccccc1,3%,-3%,5%,-4%,-23%,0%,-16%,-1.3%
C/C(CC(=O)c1ccccc1)=N\NC(=O)CC#N,-7%,7%,-2%,2%,-12%,0%,7%,-0.1%
COc1c(S(=O)(=O)NCCCN2CCOCC2)ccc(Cl)c1Cl,5%,28%,3%,-2%,6%,3%,-1%,-0.1%
O=C(NCc1ccc(Cl)cc1)C1CCN(S(=O)(=O)c2ccc(F)cc2)CC1,0%,-12%,-4%&-1%,-4%&1%,3%,3%&0%,-7%&-31%,-0.7%[10.1 µM]
CCN1CCN(c2nc3ccccc3n3cnnc23)CC1,2%,16%,3%,1%,2%,0%,5%,-1.0%
COC(=O)/C=C/C(=O)N1CCN(c2ccccc2C)CC1,-11%,15%,-3%,-3%,-4%,-3%,8%,0.0%
O=C(/C=C/c1ccc(Cl)cc1Cl)NCCN1CCOCC1,7%,7%[46.1 µM],-1%,-2%,6%,-5%,-1%,2.3%
OCC1(CC2CCCCO2)CCN(Cc2nc3ccccc3[nH]2)CC1 (stereo not given),-7%,0%,2%[53 µM],4%,3%,0%[53 µM],1%,0.4%
Cc1ccc(S(=O)(=O)CCC(=O)Nc2ccc(F)cc2)cc1,2%,4%,1%,-3%,1%,1%,9%,-1.8%
CCOC(=O)c1cc(-c2ccccc2)n(CCC(=O)Nc2ccccc2CC)c1C,·,·,2%,-6%,·,-2%,8%,3.2%
CC(=O)c1ccc2c3c(cccc13)C(=O)N(CCc1ccccc1)C2=O,1%,47%,5%,-8%,-19%,-6%,-28%,1.1%
O=C(Nc1nc2n(n1)C(c1ccccc1)C=C(c1ccccc1)N2)c1ccc(Cl)c([N+](=O)[O-])c1 (stereo not given),·,·,3%,5%,·,0%,-5%,-3.6%

# Random excerpt: three records from the list, in no set order.
SMILES,GLA spleen mod,NPSR antagonist,TRb-SRC2 inh,Tau fibril FP,CBFb RUNX1 block,TR SRC2 fluor cs,Tau fluor counter,Epigenetic reg
O=C(Nc1ccc2c(c1)OCO2)c1c(F)c(F)c(F)c(F)c1F,5%,-2%[46.1 µM],-4%,3%,6%,-2%,0%,-1.0%
O=C(NCc1ccc(Cl)cc1)C1CCN(S(=O)(=O)c2ccc(F)cc2)CC1,0%,-12%,-4%&-1%,-4%&1%,3%,3%&0%,-7%&-31%,-0.7%[10.1 µM]
COc1cc(C2NC(=O)NC(C)=C2C(=O)OC2CCCC(C)C2)ccc1O (stereo not given),-1%,0%[46.1 µM],1%,-1%,0%,-2%,-20%,0.6%

# (list continues)
SMILES,GLA spleen mod,NPSR antagonist,TRb-SRC2 inh,Tau fibril FP,CBFb RUNX1 block,TR SRC2 fluor cs,Tau fluor counter,Epigenetic reg
Cc1cc2c(=O)oc(-c3ccccc3Br)nc2s1,-1%,-33%,2%,-4%,22%,1%,-23%,2.6%
O=C(Nc1ccc(NC(=O)c2cccs2)cn1)c1ccccc1,-4%,-11%,1%,5%,?,-1%,-17%,-0.4%
CC(C)CCNC(=O)NC(=O)COC(=O)/C=C/c1cnc2ccccc2n1,-3%,11%[46.1 µM],-2%,3%,0%,-2%,-8%,0.1%
C/C=C/Cn1c(SC)nc2c1c(=O)[nH]c(=O)n2C,-4%,-7%[46.1 µM],1%,-12%,9%,-3%,-18%,0.0%
CCOC(=O)CSC1=NC(=O)/C(=C/c2ccc(Br)cc2)S1,0%,10%,-10%,-14%,-4%,-3%,-20%,-0.3%
Cn1c(N)c(C(=O)CCl)c(=O)n(C)c1=O,?,-15%[46.1 µM],-7%,-2%,-2%,-3%,0%,5.2%
CC(C)NC(=O)C1CCN(C2CCN(Cc3ccc4cccc(F)c4n3)CC2)CC1,2%,-8%,2%,-1%,-10%,1%,-10%,-1.4%
Clc1ccc(C[n+]2cc(-c3ccc(Cl)cc3)n3c2CCC3)cc1,-4%,13%[7.67 µM],-3%,-5%,4%,-1%,-5%,-0.3%
CCOc1ccc(OCC)c(NC(=O)CCSCCc2ccccn2)c1,0%,-1%,1%,0%,-7%,-2%,-14%,0.0%
Cc1occc1C(=O)NN1C(=O)C2C3CCC(O3)C2C1=O (stereo not given),-7%,17%,0%,-2%,10%,-3%,1%,0.0%
